# PfHsp90 yeast 2: growth inhibition of PfHsp90-expressing yeast, primary screen, antimalarial PfHsp90 inhibitor project, S. cerevisiae, BacTiter-Glo luminescence, single point, set 2 | inhibition, % at 9.4 µM | 310,000 tested, 0.32% active | BacTiter-Glo ATP, 48 h; yeast lacking PDR1 and PDR3 efflux regulators;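 active means every replicate shows inhibition above about 80%, whatever the replicate mean, limit read from the data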;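 further: 0% = DMSO neutral controls and 100% = 20 µM radicicol positive controls; yeast relying on Plasmodium falciparum Hsp90 in place of its own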
# Rtt109 Vps75: inhibitors of C. albicans Rtt109/Vps75 HAT, primary screen, biochemical, ThioGlo CoA-SH fluorescence, plate reader; Histone acetyltransferase RTT109 (Candida albicans (strain SC5314 / ATCC MYA-2876)), …; purified Rtt109/Vps75, 4 h; inhibition, % at 34.9 µM; 330,000 tested, 0.16% active;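 active means inhibition of at least 50% in every replicate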
# NSD2 HMT inh: NSD2 histone methyltransferase inhibitors, primary screen, biochemical, AlphaScreen, single concentration, set 2. Histone-lysine N-methyltransferase NSD2 (Homo sapiens), O96028. NSD2 peptide methylation, 120 min. inhibition, % at 12.5 µM. 310,000 tested, 0.54% active; in the data active means inhibition above about 50%
# SR-BI uptake up: activators of SR-BI mediated DiI-HDL uptake, primary screen, ldlA[mSR-BI] CHO cells, DiI fluorescence; 3 h; 100 = double the neutral-control signal; activation, % at 12.5 µM; 320,000 tested, 0.096% active;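 active means mean replicate activation of at least 60% and every replicate at or above 60%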;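 further: 0% = median plate neutral-control signal and 100% = twice that signal; values of inactives mirror those of a sister screen read the other way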
#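 System: CHO ldlA[mSR-BI] cells / Medium: HEPES-buffered (25 mM, pH 7.4) F12 plus 0.5% BSA / Probe or stimulus: labelled HDL, 10 µg/mL / Doses: single compound concentration, delivered by pin transfer / Schedule: 3 h, 37 °C / Measured by: DiI fluorescence, bottom read / Measure: cell-associated DiI fluorescence as measure of HDL uptake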
# dFosB activator: activators of delta FosB homodimer, primary screen, biochemical, fluorescence polarization, TAMRA-CDK5 oligo, single point; activation, % at 25 µM; purified delta FosB; percent of positive-control signal above neutral wells; 340,000 tested, 0.99% active;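 active means mean activation above about 17%, with every replicate also reaching it, limit read from the data, passing the limit was not always enough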;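 further: fluorescence polarization rise as delta FosB binds a TAMRA Cdk5 AP-1 oligo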
# CAL PDZ FP-1: CAL PDZ peptide-binding inhibitors, primary screen, biochemical, fluorescence polarization, Cer-tagged CAL PDZ, HTS; Golgi-associated PDZ and coiled-coil motif-containing protein (Homo sapiens), Q9HD26; purified CAL PDZ, TMR-peptide fluorescence polarization, 1 h; inhibition, % at 20 µM; 330,000 tested, 0.02% active; AID 504414, 2011;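 active means highest replicate inhibition of at least 40%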;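 further: plate controls were DMSO neutral control wells for no effect and unlabeled competitor peptide control wells for full effect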
#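 Material – purified CerCALP PDZ construct · Detection – FP readout, S and P plane fluorescence · Measure – percent inhibition from loss of millipolarization · Controls – unlabelled peptide for full inhibition, DMSO wells as neutral · Probe or stimulus – TMR-labelled reporter peptide T*-PRC34 bound in PDZ groove · Times – 1 h at RT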
# PvdQ inh: P. aeruginosa PvdQ acylase inhibitors, primary screen, biochemical, fluorescence, plate reader and imaging, single point; 340,000 tested, 0.063% active; PvdQ acylase [Pseudomonas aeruginosa LESB58]; purified PvdQ acylase; AID 488965, 2010; inhibition, % at 10 µM; in the data active means inhibition above about 30%, passing the limit was not always enough;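 further: 0% = vehicle neutral wells and 100% = reference inhibitor wells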
# SR-BI DiI inh: inhibitors of SR-BI mediated HDL lipid uptake, primary screen, ldlA[mSR-BI] cells, fluorescence, single point; Scavenger receptor class B member 1 (Mus musculus), Q61009; ldlA[mSR-BI] CHO cells, DiI-HDL uptake fluorescence, 3 h; inhibition, % at 12.5 µM; 320,000 tested, 0.96% active; AID 488896, 2010;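 active means mean replicate inhibition of at least 70% and a set share of replicates each scoring 70 or more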;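 further: 0% = median of neutral control wells and 100% = median of positive control wells; values of inactives mirror those of a sister screen read the other way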
# CAL PDZ FP-2: untagged CAL PDZ binding inhibitors, primary screen, biochemical, fluorescence polarization, HTS | 300,000 tested, 0.92% active | AID 602252, 2012 | purified CAL PDZ, TMR-peptide fluorescence polarization, 1 h | inhibition, % at 24.9 µM | Golgi-associated PDZ and coiled-coil motif-containing protein (Homo sapiens), Q9HD26;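 active means mean inhibition of at least 30% with at least half of replicates also reaching 30%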;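 further: 0% = DMSO neutral control and 100% = excess unlabeled competitor peptide PRC23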
# MITF TRPM1 HTS: activators of MITF-driven TRPM1 promoter reporter, primary screen, cell-based, SK-MEL-5, luciferase, single point. SK-MEL-5 TRPM1-promoter luciferase, 24 h; % of positive control, neutral wells = 0. activation, % at 12.5 µM. 300,000 tested, 0.75% active. AID 588334, 2011;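 active means mean activation of at least 80% with every replicate also reaching 80%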;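 further: 0% = neutral control wells and 100% = parthenolide positive control wells; values of inactives mirror those of a sister screen read the other way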
# Numbers without * were called inactive; . = not tested or not shown; & = joins results of further samples. The list is partial; count on the stated rates, not on these rows.
SMILES,PfHsp90 yeast 2,Rtt109 Vps75,NSD2 HMT inh,SR-BI uptake up,dFosB activator,CAL PDZ FP-1,PvdQ inh,SR-BI DiI inh,CAL PDZ FP-2,MITF TRPM1 HTS
CC1CCN(C(=O)COC(=O)c2cn(C)c3ccccc23)CC1,12,-3,0,-2,-5,-0.3,6,2,-3,10
O=[N+]([O-])c1ccc(CNCCc2ccccc2)cc1,21,-1,4,-15,-12,-3.9,-9,15,0,6
C/C=C/c1ccc2c(c1)OCO2,-9,-2,.,-2,6,0.2,-10,2,-2,-5
Cc1cccc(-n2c(C)nc3cc(C(=O)N4CCC5(CC4)OCCO5)ccc32)c1,-4,-1,1,17,-2,-1.1,-5,-17,-1,2
COC(=O)C1=C(c2cc3ccccc3o2)C[C@@H]2CC[C@H]1N2C(=O)N1CCC(C)CC1,-1,1,.,-38,-11,-0.3,-4,38,0,1
CC(=O)O[C@@]12CO[C@@H]1C[C@H](O)[C@@]1(C)C(=O)[C@H](O)C3=C(C)[C@@H](O)C[C@@](O)([C@@H](OC(=O)c4ccccc4)C12)C3(C)C (some centres undefined),-14,2,.,22,-6,-0.9,-11,-22,0,-17
CC(=O)c1ccc(OC(NC(=O)c2ccco2)C(Cl)(Cl)Cl)cc1 (centres undefined),.,-5,2,13,-5,-1.0,-9,-13,-3,-19
N#Cc1ccc(Cn2cc(C(=O)c3ccco3)c3ccccc32)cc1,11,3,.,-19,-8,-1.2,-10,19,-3,-12
CC(C)c1ccc(C2N3CCCN23)cc1 (centres undefined),-9,-9,-2,7,1,-0.4,-12,-7,-3,10
CCCCn1c(O)c(C(C)=Nc2ccc(OCC)cc2)c(=O)[nH]c1=O,-14,1,-4,-39,-2,-0.8,-9,39,-2,0
COc1ccc(CCN(C)Cc2ccc(F)cc2F)cc1OC,17,-7,.,3,0,0.1,5,-3,-4,3
CN(C)C(=O)Oc1cc(OC(=O)N(C)C)cc(C(O)CNC(C)(C)C)c1 (centres undefined),-24&7,-14&0,.,-3&7,5&3,0.0&-0.1,-13&-10,3&-7,-1&-4,12&4
CN1C(=O)C(=Cc2c(OCc3cnc(Cl)s3)ccc3ccccc23)C(=O)N(C)C1=O,-6,7,37,-5,2,-1.2,6,5,-3,34
COc1ccc2ccccc2c1CNCCc1ccccc1,22,19,-5,1,-8,-2.8,-3,-1,.,.
CCC(=NCC1CCCO1)c1c(O)n(-c2ccc(OC)cc2)c(=O)[nH]c1=O (centres undefined),-6,-17,-2,7,-3,0.1,-6,-7,-1,-7
Fc1ccc(CCNCc2ccc(Br)cc2)cc1,3,2,4,10,0,-2.3,-8,-10,1,2
CC1(C)C2CC=C(CN3CCC(O)CC3)C1C2 (centres undefined),11,14,1,24,0,-2.5,6,-24,-2,1
Cc1cccc(NC(=O)CN2CCN(C(=O)COc3cccc(Br)c3)CC2)c1C,3,17,1,-37,1,1.0,-4,37,-9,-15
CCc1ccc(N2C(=O)NC(=O)C(CCc3ccncc3)(CCc3ccncc3)C2=O)cc1,6,-2,-3,-7,-4,-1.3,-9,7,-4,19
COc1ccc(OCCSc2nnnn2C2CCCCC2)cc1,-35,-1,-2,7,3,-0.5,-6,-7,12,27
Cc1nnc2n1-c1ccc(Br)cc1C(c1ccccc1Cl)=NC2,6,10,-3,21,-4,-1.0,-5,-21,5,-2
O=c1oc2ccccc2c(O)c1[C@H]1c2ccc(O)cc2Oc2c1c(=O)oc1ccccc21,-11,-4,12,.,-5,-4.7,-6,.,-7,0
O=P(N[C@@H](c1ccccc1)[C@@H]1C[C@H]1CO)(c1ccccc1)c1ccccc1,0,-7,.,32,3,-0.9,-4,-32,-3,1
O=C(O)CCCOc1ccc(Cl)cc1Cl,5,2,.,8,2,-0.4,-3,-8,-4,-12
COc1cc(C(=O)NN=Cc2ccc(N(CCCl)CCCl)cc2)cc(OC)c1OC,-13,3,-2,-76,-10,1.5,-11,76*,1,-1
Cn1cccc1CN1CCN(C(=O)COc2ccccc2)CC1,-12,-7,5,.,-3,-0.6,6,.,-1,12
CCCCNC(C)Cc1ccccc1 (centres undefined),.,-11,.,11,-1,0.5,-3,-11,1,5
COC(=O)C1=C(c2ccc(OC)c(OC)c2)C[C@@H]2CC[C@H]1N2C(=O)NCc1ccc(F)cc1,3,-3,.,-22,4,-2.7,-4,12,-5,6
CCn1c(NN=O)nc2ccccc21,0,2,10,12,3,-4.0,4,-12,-2,-60
O=C(c1c[nH]c2ccc(S(=O)(=O)N3CCC4(CC3)OCCO4)cc2c1=O)N1CCC2(CC1)OCCO2,.,-13,-1,13,-3,0.7,-2,-13,2,4
C=CCOC(=O)C1=C(C)OC(N)=C(C#N)C12C(=O)N(CN1CCOCC1)c1ccccc12 (centres undefined),-6,-3,9,-13,-5,-2.0,-6,13,4,3
COc1ccc(-c2cc(=Nc3ccccc3)c3cc(C)ccc3o2)cc1,-3,-5,-1,-50,-31,-2.7,-6,50,0,46
CC(CN1CCOCC1)C(C#N)(c1ccccc1)c1ccccc1 (centres undefined),-1,-17,0,6,-19,-2.4,-10,-6,1,-5
COc1ccc(C(=O)C2CN(C)CC2C(=O)c2ccc(OC)cc2)cc1 (centres undefined),-15,13,5,6,7,-1.2,4,-6,-1,-6
CNP1(NC)=Nc2nn(-c3ccccc3)c(N)c2C(c2ccccc2)=N1,-12,2,0,20,4,-0.1,4,-20,-2,-5
CN1CC[C@]23c4c5ccc(OC6OC(C(=O)O)[C@@H](O)C(O)[C@H]6O)c4OC2C(O)C=CC3[C@H]1C5 (some centres undefined),.,4,.,-5,-6,0.0,2,5,-1,-4
COC(=O)C1=C(c2ccc(OC)c(OC)c2)C[C@@H]2CC[C@H]1N2C(=O)N1CCC(O)CC1,-2,-3,.,5,6,0.1,-11,-5,-3,0
CN(C)CCCN=Cc1c(O)n(Cc2ccco2)c(=O)[nH]c1=O,2,7,2,30,-5,0.6,-10,-30,10,-5
Cc1cccc(-n2c(-c3cccs3)nc3ccccc3c2=O)c1,5,9,-4,-22,-10,-0.8,-12,22,-1,-5
N#Cc1ccc(NC(=O)CN2C(=O)NC3(CCCCCCC3)C2=O)cc1Cl,7,-3,-3,-1,-3,-0.5,-12,1,-4,7
NCCc1c[nH]c2ccc(OCc3ccccc3)cc12,-3,-5,-1,9,-5,-0.4,2,-9,1,-3
CC(C)N1C(=O)CC2(CC[N+](C)(CCOC(=O)C(O)(c3ccccc3)c3ccccc3)CC2)C1=O (centres undefined),.,3,0,11,-9,-7.5,-7,-11,1,-15
O=C(Nc1ccc(Br)cc1)N1C[C@H]2C[C@@H](C1)c1cccc(=O)n1C2,-9,-9,.,12,-4,-1.1,-7,-12,-3,-6
CC[C@H]1CN2CCC1C[C@H]2[C@H](O)c1ccnc2ccc(OC)cc12 (some centres undefined),34,5,.,3,4,-0.3,4,-3,1,-12
Cc1cc(/C=C2\C(=O)NC(=O)N(Cc3ccco3)C2=O)c(C)n1-c1ccc(C(=O)O)cc1,10,7,.,6,-3,0.0,-5,-6,-2,14
O=c1c2ccccc2nc(-c2ccc(Cl)cc2Cl)n1-c1ccncc1,-12,3,0,1,-5,-0.9,-13,-1,.,-5
O=C1NC(=O)C(=Cc2ccc(SC3CCCCC3)o2)C(=O)N1,7,2,62*,23,-15,-0.7,-10,-23,1,-20
COC1C(O)C(C)OC(OC2CCC3(C=O)C(CCC4C3CCC3(C)C(C5=CC(=O)OC5)CCC43O)C2)C1O (centres undefined),-25,9,.,0,6,0.2,-4,0,0,-74

# Nothing new here: twelve of the compounds above.
SMILES,PfHsp90 yeast 2,Rtt109 Vps75,NSD2 HMT inh,SR-BI uptake up,dFosB activator,CAL PDZ FP-1,PvdQ inh,SR-BI DiI inh,CAL PDZ FP-2,MITF TRPM1 HTS
COc1ccc(C(=O)C2CN(C)CC2C(=O)c2ccc(OC)cc2)cc1 (centres undefined),-15,13,5,6,7,-1.2,4,-6,-1,-6
CNP1(NC)=Nc2nn(-c3ccccc3)c(N)c2C(c2ccccc2)=N1,-12,2,0,20,4,-0.1,4,-20,-2,-5
CN1CC[C@]23c4c5ccc(OC6OC(C(=O)O)[C@@H](O)C(O)[C@H]6O)c4OC2C(O)C=CC3[C@H]1C5 (some centres undefined),.,4,.,-5,-6,0.0,2,5,-1,-4
COC(=O)C1=C(c2ccc(OC)c(OC)c2)C[C@@H]2CC[C@H]1N2C(=O)N1CCC(O)CC1,-2,-3,.,5,6,0.1,-11,-5,-3,0
CN(C)CCCN=Cc1c(O)n(Cc2ccco2)c(=O)[nH]c1=O,2,7,2,30,-5,0.6,-10,-30,10,-5
Cc1cccc(-n2c(-c3cccs3)nc3ccccc3c2=O)c1,5,9,-4,-22,-10,-0.8,-12,22,-1,-5
N#Cc1ccc(NC(=O)CN2C(=O)NC3(CCCCCCC3)C2=O)cc1Cl,7,-3,-3,-1,-3,-0.5,-12,1,-4,7
NCCc1c[nH]c2ccc(OCc3ccccc3)cc12,-3,-5,-1,9,-5,-0.4,2,-9,1,-3
CC(C)N1C(=O)CC2(CC[N+](C)(CCOC(=O)C(O)(c3ccccc3)c3ccccc3)CC2)C1=O (centres undefined),.,3,0,11,-9,-7.5,-7,-11,1,-15
O=C(Nc1ccc(Br)cc1)N1C[C@H]2C[C@@H](C1)c1cccc(=O)n1C2,-9,-9,.,12,-4,-1.1,-7,-12,-3,-6
CC[C@H]1CN2CCC1C[C@H]2[C@H](O)c1ccnc2ccc(OC)cc12 (some centres undefined),34,5,.,3,4,-0.3,4,-3,1,-12
Cc1cc(/C=C2\C(=O)NC(=O)N(Cc3ccco3)C2=O)c(C)n1-c1ccc(C(=O)O)cc1,10,7,.,6,-3,0.0,-5,-6,-2,14
